Bioassay records (PubChem BioAssay)
Salmonella PhoP GFP: Inhibition of PhoP regulon, Salmonella typhi GFP reporter cells, confirmation, 4 h (AID 1850); 310,000 tested, 0.33% active; Salmonella Typhi PhoP-promoter GFP reporter, fluorescence, 4 h; higher % means a stronger effect; inhibition, % at 50 µM, or IC50 in µM where a hit was titrated; in the data active = a potency from the dose series; inconclusive = inhibition mostly from about 25% at the one dose, without a potency; inactive = the rest, 99 in 100 with inhibition below about 19%;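 also: 0% = induced wells with vehicle and 100% = uninduced wells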
M. tuberculosis HTS: M. tuberculosis growth inhibition, HTS (AID 449762) | M. tuberculosis H37Rv growth inhibition, 7H9 media; higher % means a stronger effect | 330,000 tested, 0.59% active | one-dose inhibition, % at 25 µM; IC50 in µM for titrated hits; in the data active = a potency from the dose series; inconclusive = inhibition above about 70% without an active follow-up result;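 also: bacterial growth assessed after seven days of incubation; strong numbers were not always called active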
tuberculosis growth: growth inhibition of non-replicating M. tuberculosis (AID 488890); 320,000 tested, 0.39% active; one-dose inhibition, % at 25 µM; IC50 in µM for titrated hits; Mycobacterium tuberculosis non-replicating, growth inhibition; higher % means a stronger effect; in the data active = a potency from the dose series; inconclusive = inhibition mostly from about 82% at the one dose, without a potency; inactive = the rest, 99 in 100 with inhibition below about 76%;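 also: plate controls were DMSO cells for no effect and high antibiotic wells for full effect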
VEEV TC-83 Vero: inhibitors of VEEV TC-83 cytopathic effect, confirmation, Vero cells (AID 588727); inhibition, % at 20 µM, or IC50 in µM where a hit was titrated; 350,000 tested, 0.13% active; Vero cells, VEEV TC-83 cytopathic effect inhibition; higher % means a stronger effect; in the data active = a potency from the dose series; inconclusive = inhibition mostly from about 14% at the one dose, without a potency; inactive = the rest, 99 in 100 with inhibition below about 12%; also: strong numbers were not always called active
H1N1 NS1A inhibition: H1N1 influenza NS1A inhibitors, functional cell based assay (AID 504329) | 340,000 tested, 0.3% active | inhibition, % at 12.5 µM, or IC50 in µM where a hit was titrated | NS1A functional cell-based assay, percent inhibition; higher % means a stronger effect; in the data active = a potency from the dose series; inconclusive = inhibition above about 27% without an active follow-up result; also: strong numbers were not always called active
VEEV TC-83 Vero 10K pilot screen: further read-out of VEEV TC-83 Vero, marked with its call; inhibition, %; measured here: 10K pilot screen inhibition
Active calls of the source: *; i = inactive; u = inconclusive; x = no result given.

SMILES	Salmonella PhoP GFP	M. tuberculosis HTS	tuberculosis growth	VEEV TC-83 Vero	H1N1 NS1A inhibition	others
CC[C@H](C)[C@@H](NC(=O)O[C@@H]1C(=O)c2cc(Br)ccc2O[C@H]1c1cccc(OC)c1)C(=O)OC	-7%	1%	12%	x	x
COC(=O)[C@]1(C)N[C@H](c2ccc(SC3CCCCC3)c(OC)c2)[C@@H]2C(=O)N(C)C(=O)[C@@H]21	-1%	-2%	-1%	0.1%	-12%
O=C(CSc1nc2c([nH]c3ccccc32)c(=O)n1-c1ccccc1)N1CCOCC1	-4%	-7%	x	0.4%	0%
CCOC(=O)c1sc(-c2ccccc2)cc1NC(=O)CSc1nnnn1C	-13%	4%	17%	5.3%	0%
COc1cc2nc(/C=C/c3ccc(N(C)C)cc3)sc2cc1SC	-15%	2%	21%	0.1%	6%	VEEV TC-83 Vero 10K pilot screen=3.1
CCC(C)NC(=O)c1ccc(-n2c(=S)[nH]c3ccccc3c2=O)cc1 (stereo not drawn)	4%	2%	-16%	2.2%	3%
CSCC[C@H](NC(=O)N1CCn2c1nc1ccccc12)C(=O)NC1CC1	-5%	3%	-25%	0.6%	3%
COCCn1c(CN(Cc2ccccc2)Cc2ccccc2)nc2c1c(=O)n(C)c(=O)n2C	-7%	5%	36%	5.9%	6%
Cc1ccccc1NC(=O)/C(C#N)=C\c1ccsc1	5%	-3%	0%	0.9%	-2%
CC(C)NS(=O)(=O)c1ccc(OCC(=O)Nc2cccc3ccccc23)cc1	-4%	0%	5%	3.1%	3%
CC(C)(C)c1nc2cc(Cl)c([N+](=O)[O-])cc2o1	6%	-2%	1%	0.1%	1%
O=P(CO)(Cc1ccccc1)Cc1ccccc1	3%	-3%	-1%	1.2%	-4%
COc1ccc(NC(=O)C2CCN(C(=O)[C@@H]3Cc4ccccc4CN3C(=O)OC(C)(C)C)CC2)cc1	3%	7%	15%	3.5%	0%
CN(C(=O)COC(=O)c1cc(Br)c(Br)s1)C1CCS(=O)(=O)C1 (stereo not drawn)	-2%	12%	72%	0.6%	2%
C=CCOc1ccc2oc(=O)cc(C)c2c1	1%	x	11%	0.7%	-7%
CC1(C)C2CCC1(C)C(OCC[N+](C)(C)CC(=O)OC1CCCCC1)C2 (stereo not drawn)	-1%	11µM*	u	0.3%	-6%
CC(C)(C)CN1CCN(Cc2cc3ccccc3[nH]2)CC1CCO (stereo not drawn)	2%	8%	-4%	0.3%	3%
COc1ccc(C(=O)Cc2cc(OC)c(OC)cc2[N+](=O)[O-])c(OC)c1	3%	-4%	-12%	1.7%	-10%
CCc1ccc(OCC(=O)Nc2ccc3c(c2)OCCO3)cc1	7%	u	u	1.2%	-3%
CCOCc1c(C(=O)NC2CCCCCC2)oc2ccccc12	-1%	0%	-3%	i	-4%
CN(Cc1ccccn1)Cc1nc(Cc2ccccc2Cl)no1	-6%	6%	33%	0.0%	-15%
CC(NCC(=O)Nc1cc(Cl)cc(Cl)c1)c1ccccc1 (stereo not drawn)	-4%	u	46%	i	-16%
O=C(CCCC(=O)OCC(F)(F)C(F)F)Nc1ccc(NC(=O)CCCC(=O)OCC(F)(F)C(F)F)cc1	-1%	3%	-2%	0.4%	-7%
Cc1ccccc1NCc1nnc2n1CCCCC2	-8%	5%	4%	1.1%	5%	VEEV TC-83 Vero 10K pilot screen=1.4
COc1cc(CNCCc2ccc(S(N)(=O)=O)cc2)ccc1OCC(=O)N1CCCCC1	-3%	3%	-9%	i	14%

Other structures:
SMILES	Salmonella PhoP GFP	M. tuberculosis HTS	tuberculosis growth	VEEV TC-83 Vero	H1N1 NS1A inhibition	others
CCN1CCN(c2ccc(S(=O)(=O)N3CCOCC3)cc2NC(=O)C(C)Oc2cccc(Cl)c2)CC1 (stereo not drawn)	-3%	6%	16%	6.2%	10%
COc1cc(/C=C(\C#N)C(=O)Nc2cccc(C(=O)O)c2)ccc1OCc1ccc(F)cc1	-3%	-4%	6%	i	10%
CC(=O)c1cc2c(cc1NC(=O)Cn1nc(-c3ccc(C)cc3)ccc1=O)OCO2	6%	26%	4%	i	-6%
CCOC(=O)c1c(C)nc(C)c(C(=O)OCC)c1-c1cccnc1	-6%	6%	2%	i	-3%
COc1ccc(F)cc1S(=O)(=O)NC1CCCCCC1	3%	2%	12%	i	4%
COc1cc(C)cc(C(=O)O)c1C1=C(O)c2cccc(O)c2C(=O)C1=O	13%	-2%	10%	0.9%	1%
N#CC1=C(N)Oc2c(ccc3ccccc23)C1c1ccsc1 (stereo not drawn)	-6%	6%	25%	11%	-4%
CCOC(=O)N1CCC(NS(=O)(=O)c2cc3c(cc2C)NC(=O)CO3)CC1	5%	-1%	x	2.1%	-6%	VEEV TC-83 Vero 10K pilot screen=0.0
N#Cc1c(N2CCCCC2)nc(N)c2c(N)nc3c(c12)CC(c1ccccc1)O3 (stereo not drawn)	-9%	4%	44%	i	-6%	VEEV TC-83 Vero 10K pilot screen=5.6
CCn1c(-c2cccc(Br)c2)n[nH]c1=S	26%	0%	-13%	1.8%	4%
O=C(Cc1csc(Nc2nc(=S)[nH]c3ccccc23)n1)N1CCN(c2cccc(C(F)(F)F)c2)CC1	0%	-3%	x	0.7%	0%
COc1ccccc1N1CCN(C(=O)c2ccc(N3CCCC3=O)cc2)CC1	0%	1%	9%	1.4%	-5%	VEEV TC-83 Vero 10K pilot screen=1.4
Cc1ccc2c(c1)c1nnc(SCC(=O)NC3CC3)nc1n2C	6%	1%	-3%	2.2%	9%
Cc1ccsc1/C=N/NC(=O)c1nnn(-c2nonc2N)c1CSc1ccccc1	-12%	1%	-5%	1.4%	-4%
CSc1nc(N)cc(=O)[nH]1	-2%	-1%	-1%	1.8%	-7%
CC/C(=N\NC(=O)CSc1ncccn1)c1ccc2c(c1)OCCO2	-6%	-5%	-19%	0.1%	-1%
Cn1c2ccccc2c2c(C(=O)NCC3CCCO3)cn(C3CCCC3)c(=O)c21 (stereo not drawn)	-3%	-6%	17%	3.1%	2%
CCNC(=O)c1cccc(NC(=O)c2cc(C3CC3)nc3c2cnn3C(C)C)c1	x	x	x	9.9%	-3%
Cc1ccccc1NC(=O)c1ccco1	-6%	4%	13%	1.0%	-5%
CC1CCCN(C(=O)C23CCC(C)(C(=O)C2)C3(C)C)C1 (stereo not drawn)	-5%	-3%	-4%	1.5%	3%
O=C(O)C(CCc1ccccn1)c1ccccc1 (stereo not drawn)	x	x	x	u	1%
C/C=C/C=C\C(=O)Nc1cccc(C2=NOC3(C2)C[C@@H](C(N)=O)N(C(=O)c2cc([N+](=O)[O-])cc([N+](=O)[O-])c2C)C3)c1 (stereo partly drawn)	2%	16%	42%	0.2%	5%
O=C(/C=C/c1ccco1)NC(=S)Nc1cccc(-c2nc3ccccc3s2)c1	-6%	20%	50%	6.7%	3%
CN(c1ccc(OCC(=O)N2CCOCC2)cc1)S(=O)(=O)c1ccc(Cl)cc1	-7%	-1%	4%	1.2%	9%
CS(=O)(=O)c1ccc(C(=O)Nc2nc(-c3ccco3)c(-c3ccco3)s2)cc1	x	x	x	1.4%	18%

Arranged by length of the SMILES (high to low): some entries from above.
SMILES	Salmonella PhoP GFP	M. tuberculosis HTS	tuberculosis growth	VEEV TC-83 Vero	H1N1 NS1A inhibition	others
CN(c1ccc(OCC(=O)N2CCOCC2)cc1)S(=O)(=O)c1ccc(Cl)cc1	-7%	-1%	4%	1.2%	9%
CCOC(=O)N1CCC(NS(=O)(=O)c2cc3c(cc2C)NC(=O)CO3)CC1	5%	-1%	x	2.1%	-6%	VEEV TC-83 Vero 10K pilot screen=0.0
CC/C(=N\NC(=O)CSc1ncccn1)c1ccc2c(c1)OCCO2	-6%	-5%	-19%	0.1%	-1%

(listing goes on)
SMILES	Salmonella PhoP GFP	M. tuberculosis HTS	tuberculosis growth	VEEV TC-83 Vero	H1N1 NS1A inhibition	others
COc1cc(CCNc2ccc3nnc(-c4ccccc4)n3n2)cc(OC)c1OC	-6%	1%	x	8.6%	11%
Cc1ccccc1-n1c(-c2ccc([N+](=O)[O-])cc2)nc2ccccc2c1=O	-6%	3%	17%	7.3%	8%
Cc1nnc(SCC(=O)Nc2nsc(-c3ccc(Cl)cc3)n2)s1	-2%	60%	1%	2.5%	-10%
CC[N+]1(C)CCC(=C2c3ccccc3CC(=O)c3sccc32)CC1 (stereo not drawn)	-5%	-14%	2%	i	-13%
CCC/C(C)=N/NC(=O)c1ccccc1O	0%	8%	16%	0.8%	-13%
O=C(c1cnn(-c2ccccc2)c1)c1ccccc1O	-7%	8%	15%	6.9%	2%
COc1ccc(CCNC(=O)Cc2c(Cl)cccc2Cl)cc1	-1%	5%	20%	0.4%	-14%
O=C(CSc1nc2ccccc2s1)N1c2ccccc2Sc2ccc(C(F)(F)F)cc21	-5%	8%	2%	4.6%	-4%
COc1ccccc1CNC(=O)C1CCC(CNS(=O)(=O)c2ccccc2)CC1 (stereo not drawn)	-1%	-3%	5%	i	-19%
CCOC(=O)CSC1=C(C#N)C(c2ccccc2F)C(C(C)=O)=C(C)N1 (stereo not drawn)	-16%	21%	65%	1.5%	-9%
COc1ccc(N2C(=O)CC(c3ccc(OC(C)C)cc3)C2=O)cc1 (stereo not drawn)	4%	1%	x	0.5%	27%
COc1ccc(C(=O)O)cc1NCc1cccnc1	-11%	12%	20%	0.9%	-2%
Cc1cccc(-n2c(Cc3cc(=O)[nH]c(=O)[nH]3)nnc2SCC(=O)Nc2cccc(C(F)(F)F)c2)c1	-3%	2%	12%	0.7%	2%
S=C(Nc1cccc(Cl)c1)NC1CC2CCCC(C1)N2C1CCCC1 (stereo not drawn)	-1%	12%	62%	0.1%	5%
CCOC(=O)c1c(NC(=O)CSc2nnc(C)c(=O)[nH]2)sc2c1CCCC2	1%	5%	8%	3.2%	8%
[O-]/[N+](=C/c1ccccc1)c1ccccc1	x	4%	44%	0.7%	-5%
CCCn1c(=S)[nH]c2cc(C(=O)N(CCO)Cc3ccccc3)ccc2c1=O	2%	-3%	22%	1.4%	7%
O=C1[C@@H]2C3C=CC(O3)[C@@H]2C(=O)N1c1ccccc1	-4%	-2%	3%	x	x
Clc1ccc(Nc2nc3cccnc3s2)cc1	9%	3%	5%	0.7%	-8%
CN1C(=O)C(Cc2cccs2)C(=O)N(C)C1=O	19%	3%	0%	i	-9%
Cc1cccc(NC(=O)Nc2c(C)[nH]c(=O)[nH]c2=O)c1C	1%	7%	7%	i	7%
CCc1ccc(OCC(=O)OC2CCS(=O)(=O)C2)cc1 (stereo not drawn)	3%	5%	17%	i	-7%
CN(C)CCO/N=C(\c1ccc(Br)cc1)c1cccnc1	5%	7%	-3%	0.2%	-1%
CCn1c(SCC(=O)N2CCCc3ccccc32)nc2c(c1=O)SC(C)C2 (stereo not drawn)	2%	-9%	18%	8.8%	5%
FC(F)(F)COc1nc(N2CCCCC2)nc(N2CCNCC2)n1	16%	-4%	22%	0.3%	-4%
CCCCCCCC(=O)OCC(O)CO (stereo not drawn)	-4%	4%	5%	0.8%	3%
CC(=O)Nc1nc2n(n1)C(c1ccc(F)cc1)C=C(c1ccccc1)N2 (stereo not drawn)	-6%	2%	x	5.1%	13%
Cc1cccc(NC(=S)NN2CCN(C)CC2)c1C	2%	-5%	-9%	0.4%	-6%

Filtered by structure, the entries above with an NH in an aromatic ring (ten)
SMILES	Salmonella PhoP GFP	M. tuberculosis HTS	tuberculosis growth	VEEV TC-83 Vero	H1N1 NS1A inhibition	others
O=C(CSc1nc2c([nH]c3ccccc32)c(=O)n1-c1ccccc1)N1CCOCC1	-4%	-7%	x	0.4%	0%
CCC(C)NC(=O)c1ccc(-n2c(=S)[nH]c3ccccc3c2=O)cc1 (stereo not drawn)	4%	2%	-16%	2.2%	3%
CC(C)(C)CN1CCN(Cc2cc3ccccc3[nH]2)CC1CCO (stereo not drawn)	2%	8%	-4%	0.3%	3%
CCn1c(-c2cccc(Br)c2)n[nH]c1=S	26%	0%	-13%	1.8%	4%
O=C(Cc1csc(Nc2nc(=S)[nH]c3ccccc23)n1)N1CCN(c2cccc(C(F)(F)F)c2)CC1	0%	-3%	x	0.7%	0%
CSc1nc(N)cc(=O)[nH]1	-2%	-1%	-1%	1.8%	-7%
Cc1cccc(-n2c(Cc3cc(=O)[nH]c(=O)[nH]3)nnc2SCC(=O)Nc2cccc(C(F)(F)F)c2)c1	-3%	2%	12%	0.7%	2%
CCOC(=O)c1c(NC(=O)CSc2nnc(C)c(=O)[nH]2)sc2c1CCCC2	1%	5%	8%	3.2%	8%
CCCn1c(=S)[nH]c2cc(C(=O)N(CCO)Cc3ccccc3)ccc2c1=O	2%	-3%	22%	1.4%	7%
Cc1cccc(NC(=O)Nc2c(C)[nH]c(=O)[nH]c2=O)c1C	1%	7%	7%	i	7%
